NPC1 promoter act = activates the NPC1 promoter; AID 485313; Huh7 NPC1 promoter luciferase reporter, 24 h; 320,000 compounds, 2.4% hits; Potency, µM (top dose mostly 9.22 µM), inactives show at the top dose activation, hits mostly activators;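 further: potency means the concentration at half of the fitted maximal effect; % of control where 0% means no effect; nearly all actives have a fitted effect of over 60% in size; reporter is driven by a mutant NPC1 promoter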
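Luciferase expression driven by the NPC1 promoter was measured in stably transfected Huh7 cells after a 24 h compound incubation, using a luciferase reagent and a luminescence read.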
Rab9 prom act = activates the Rab9 promoter; Huh7 Rab9 promoter-luciferase reporter, luminescence, 24 h; 320,000 compounds, 2.8% hits; Potency, µM (highest dose often 9.22 µM), for the others: at the top dose activation, negative = inhibition, hits mostly activators; further: potency means the concentration at half of the fitted maximal effect; % of control where 0% means no effect; nearly all actives have a fitted effect of over 60% in size
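Cell-based reporter: Huh7 stable for Rab9 promoter-driven luciferase, plated in reduced-serum medium with 10% FBS at 1500 cells/well, compound-treated 24 h at 37 °C, luminescence read after 10 min reagent.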
ELG1 DNA repair = inhibitors of ELG1-dependent DNA repair in HEK293T cells; HEK293T ELG1-luciferase reporter, luminescence, 16 h; DNA damage induced by 5-fluorouridine; Potency, µM (highest dose often 46.1 µM), inactives show at the top dose activity change, negative = inhibition, most hits filed as inhibitors; 330,000 compounds, 2.3% hits; AID 504467; further: potency means the concentration at half of the fitted maximal effect; on the % scale 0 is the no-effect control and ±100 the full control effect; nearly all actives have a fitted effect of over 55% in size
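Cells (2,000 per well) received 5-fluorouridine plus test compound or DMSO and were incubated 16 hr at 37 °C, 5% CO2. Luciferase activity was read by luminescence 30 min after ONE-Glo addition; signal suppression marked inhibition of damage-induced ELG1 function.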
BRCA1 expr act = activators of BRCA1 expression; 380,000 compounds, 1.1% hits; Potency, µM (titrated, usually from 46.1 µM), inactives show top-dose activation, most hits filed as activators; MCF7-BRCA1-FFLuc reporter, luminescence, 48 h; response scale: scaled: vehicle 0%, 10 µM genistein 100%; further: potency means the concentration at half of the fitted maximal effect; nearly all actives have a fitted effect of over 80% in size; some results filed as inactive show a strong effect at the top dose
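48 h compound treatment of MCF7-BRCA1-FFLuc cells (phenol-red free MEM, 37 °C), then 15 min with luciferase substrate and luminescence imaging.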
ELG1 genotoxic = genotoxicity induction in ELG1-luciferase HEK293T cells. HEK293T ELG1-luciferase reporter, luminescence, 16 h. Potency, µM (top dose mostly 46 µM), inactives show top-dose activity change, positive = activation, actives largely listed as activators. 330,000 compounds, 1.3% hits; further: potency means the concentration at half of the fitted maximal effect; % of control where 0% means no effect; nearly all actives have a fitted effect of over 60% in size
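ELG1-luciferase HEK293T cells, 2,000/well; compound pinned in; 16 hr, 37 °C, 5% CO2; ONE-Glo, 30 min RT; luminescence on CCD imager.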
Tb PFK inh = T. brucei PFK enzyme inhibition | O15648 | T. brucei PFK, ADP-Glo luminescence | Potency, µM (doses to about 57.5 µM), for inactives: at the top dose activity, negative = inhibition, most hits filed as inhibitors | 330,000 compounds, 0.17% hits | AID 485367;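 further: potency means the concentration at half of the fitted maximal effect; 0% = uninhibited 1x PFK enzyme wells and -100% = no-enzyme wells; nearly all actives have a fitted effect of over 60% in size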
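1.25 nM PFK with 0.5 mM F6P and 0.1 mM ATP in 0.1 M TEA pH 8.0, 5 mM MgCl2, incubated 45 min at room temperature; ADP measured by ADP-Glo luminescence; compounds titrated up to 57 uM.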
TRPV1 agonist = human TRPV1 agonism | Q8NER1 | TRPV1-expressing cells, Fluo-8 calcium influx, agonist mode | activation, % at 8.33 µM | 320,000 compounds, 0.19% hits | AID 540275; in the data active means activation above about 80%; inconclusive means between about 30% and that limit; further: 0% is about no effect
Target sequence (Q8NER1 whole entry, looked up): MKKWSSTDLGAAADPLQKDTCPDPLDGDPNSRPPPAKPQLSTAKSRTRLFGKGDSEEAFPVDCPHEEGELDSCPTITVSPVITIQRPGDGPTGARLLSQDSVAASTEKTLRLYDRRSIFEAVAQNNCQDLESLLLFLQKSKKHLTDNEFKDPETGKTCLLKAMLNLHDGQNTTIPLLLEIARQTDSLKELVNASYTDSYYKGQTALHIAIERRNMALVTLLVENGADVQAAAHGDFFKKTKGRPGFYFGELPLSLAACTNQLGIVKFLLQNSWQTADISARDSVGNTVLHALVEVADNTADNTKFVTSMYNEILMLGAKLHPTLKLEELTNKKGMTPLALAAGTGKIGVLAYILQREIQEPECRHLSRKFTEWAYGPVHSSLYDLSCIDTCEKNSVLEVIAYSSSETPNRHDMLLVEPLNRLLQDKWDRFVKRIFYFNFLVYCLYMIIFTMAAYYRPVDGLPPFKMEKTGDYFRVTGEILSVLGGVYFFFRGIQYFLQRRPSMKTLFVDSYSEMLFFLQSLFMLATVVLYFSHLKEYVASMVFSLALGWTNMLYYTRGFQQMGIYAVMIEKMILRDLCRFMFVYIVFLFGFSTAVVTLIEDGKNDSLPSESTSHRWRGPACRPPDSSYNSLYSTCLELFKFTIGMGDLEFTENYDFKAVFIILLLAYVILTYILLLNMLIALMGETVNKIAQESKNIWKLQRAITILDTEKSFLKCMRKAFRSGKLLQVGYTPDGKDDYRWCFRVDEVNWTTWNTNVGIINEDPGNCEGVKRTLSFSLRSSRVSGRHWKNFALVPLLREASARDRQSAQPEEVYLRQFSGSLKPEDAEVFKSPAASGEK
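TRPV1-expressing cells were cultured overnight at 35.5C and loaded with Fluo-8 calcium dye for 40 to 90 min at room temperature. After a 10 s baseline, compound was added and calcium influx was read kinetically for 3 min (ex 480/em 520 nm).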
FLuc modulator = firefly luciferase modulation, counter-screen for miR-21 project; P08659; purified FLuc, Km substrates, luminescence inhibition; Potency, µM (titrated, usually from 57.5 µM), inactives show at the highest dose activity change, negative = inhibition, usual class: inhibitors; 360,000 compounds, 6.9% hits;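 further: potency means the concentration at half of the fitted maximal effect; plate controls were vehicle for no effect and reference inhibitor for full effect; nearly all actives have a fitted effect of over 55% in size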
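Biochemical qHTS of compounds, final roughly 60 µM downward over six points, against 10 nM purified firefly luciferase using Km concentrations of substrates (10 uM D-luciferin, 10 uM ATP) in Tris acetate pH 7.5 buffer; luminescence output.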
RORg inh = inhibitors of mouse ROR gamma transcriptional activity | Potency, µM (top dose mostly 53.6 µM), for the others: at the highest dose activity change, negative = inhibition, actives largely listed as inhibitors | AID 2551 | Drosophila S2 Gal4-RORgamma UAS-luciferase reporter, 20 h | 310,000 compounds, 5.4% hits | P51450; further: potency means the concentration at half of the fitted maximal effect; on the % scale 0 is the no-effect control and ±100 the full control effect; nearly all actives have a fitted effect of over 60% in size
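A Gal4/UAS one-hybrid system in insect cells: metallothionein-promoter Gal4–ROR gamma fusion plus Photinus luciferase reporter. Copper sulfate 700 uM final, 20 hr ambient incubation, luminescent detection after 10 min with reagent.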
VP16 counter = counter-screen for ROR gamma inhibitors: Gal4-VP16 reporter; Drosophila S2 Gal4-VP16 UAS-luciferase, luminescence, 20 h; Potency, µM (highest dose often 53.6 µM), inactives show at the highest dose activity, negative = inhibition, hits mostly inhibitors; 310,000 compounds, 3.5% hits; AID 2546;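 further: Gal4-VP16 expression switched on by copper sulfate through the metallothionein promoter; potency means the concentration at half of the fitted maximal effect; on the % scale 0 is the no-effect control and ±100 the full control effect; nearly all actives have a fitted effect of over 50% in size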
p53 reactivation = mutant p53 re-activation in reporter cells; H1299 p53-A138V BP100-luciferase reporter, luminescence, 24 h; Potency, µM (series often up to 92.2 µM), for the others: at the highest dose activity change, positive = activation, most hits filed as activators; 320,000 compounds, 0.063% hits; AID 504706; further: potency means the concentration at half of the fitted maximal effect; % of control where 0% means no effect; nearly all actives have a fitted effect of over 45% in size
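p53-null H1299 cells stably carrying temperature-sensitive p53-A138V and a BP100-luciferase reporter were pinned with compounds (4-point, 1:5 series) and held 24 hrs at 37 deg C. Luminescence was read 10 min after detection reagent.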
* = called active by the depositor; ? = inconclusive; · = no result given; [ ] = another dose, or the depositor's remark. Unless noted, the call rests on the fitted dose curve; in most records, active means well fitted curve in the direction sought with a large enough effect; inconclusive means small, poorly fitted or top-dose-only effect, or another doubt; inactive means no such curve, though single readings can be large; an effect the other way counts as inactive or inconclusive.

No.	structure	ELG1 DNA repair	Tb PFK inh	p53 reactivation	BRCA1 expr act	Rab9 prom act	TRPV1 agonist
1	CC(=O)Nc1cccc(/C(C)=N/NC(=O)c2cccc(S(=O)(=O)N3CCOCC3)c2)c1	-4%	2%	-2%	10%	-2%	3
2	Cc1cccn2c(=O)c3cc(C(=O)NC(C)C)c(=N)n(Cc4ccncc4)c3nc12	21%	-5%	?	-10%	-6%	-27
3	CCCCCNC(=O)c1ccc2c(=O)n(CC3CCCO3)c(=S)[nH]c2c1 (configuration not stated)	-17%	-1%	5%	-1%	-4%	-8
4	COc1cccc(CN2C(=O)C(C)N(C(=O)c3ccccc3)c3ccccc32)c1 (configuration not stated)	?	0%	2%	-50%	-8%	14
5	O=C(O)Cc1ccc(O)c(O)c1	7%	1%	5%	19%	-4%[46.1 µM]	-2
6	O=C(CN1C(=O)C(=O)c2ccccc21)c1ccccc1	0%	1%	3%	-8%	8%	2
7	CCOC(=O)c1sc(NC(=O)CSc2nnc(-c3ccco3)n2CC)c(C(=O)OCC)c1C	?	3%	-2%	3%	2%	1
8	Cn1cc([N+](=O)[O-])c(C(=O)Nc2ccc(-c3nc4ccccc4[nH]3)cc2)n1	?	-22%	?	7.9µM*	?	-1

No.	VP16 counter	FLuc modulator	ELG1 genotoxic	NPC1 promoter act	RORg inh
1	11%	-9%	2%	-6%	-13%
2	3%	1%	9%	-1%	-35%
3	9%[10 µM]	-2%	-10%	-2%	15%
4	7%	0%	-6%	-1%	-15%
5	-4%	?	-2%	4%[46.1 µM]	0%
6	2%	0%	-1%	-1%	10%
7	2%	-9%	-7%	2%	30%
8	-2%	2.7µM*	?	?	31%[10 µM]

Copied from the list.
Under p53 reactivation, compound 7 is entered as -2%
Under BRCA1 expr act, compound 4 is entered as -50%

The main list resumes; the four compounds before the break are reprinted first.
No.	structure	ELG1 DNA repair	Tb PFK inh	p53 reactivation	BRCA1 expr act	Rab9 prom act	TRPV1 agonist
5	O=C(O)Cc1ccc(O)c(O)c1	7%	1%	5%	19%	-4%[46.1 µM]	-2
6	O=C(CN1C(=O)C(=O)c2ccccc21)c1ccccc1	0%	1%	3%	-8%	8%	2
7	CCOC(=O)c1sc(NC(=O)CSc2nnc(-c3ccco3)n2CC)c(C(=O)OCC)c1C	?	3%	-2%	3%	2%	1
8	Cn1cc([N+](=O)[O-])c(C(=O)Nc2ccc(-c3nc4ccccc4[nH]3)cc2)n1	?	-22%	?	7.9µM*	?	-1
9	Cc1cccc(C(=O)NCCNC(=O)c2ccco2)c1	9%	1%	-2%	-3%	3%	0
10	O=C(Nc1ccc2c(c1)OCCO2)c1ccc2ccccc2n1	?	-3%	?	37%	4.5µM*	21
11	CC(CCc1ccccc1)NC(=O)COc1cc(F)ccc1[N+](=O)[O-] (configuration not stated)	3%	4%	4%	-6%	5%	?
12	CCOC(=O)C1=C(Cn2cnc3ccccc32)NC(=O)NC1c1ccc(OC)cc1 (configuration not stated)	-15%	1%	-6%	-23%	-3%	-5
13	CN(CC(=O)Nc1ccc2c(c1)OCCO2)S(=O)(=O)c1cccc2cccnc12	-5%	3%	-1%	-2%	-3%	·
14	CCOc1ccc2oc(C(=O)O)c(C)c2c1	?	0%	2%	?	22%	-1
15	CCCCCCCCSc1nnc(/N=C/N(C)C)s1	0%	0%	-1%	49%	-2%	8
16	CCOc1cc2[nH]c(=O)n(CC3CCC(C(=O)NCCCOC)CC3)c(=O)c2cc1OCC (configuration not stated)	6%	-6%	-12%	3%	0%	-1

No.	VP16 counter	FLuc modulator	ELG1 genotoxic	NPC1 promoter act	RORg inh
5	-4%	?	-2%	4%[46.1 µM]	0%
6	2%	0%	-1%	-1%	10%
7	2%	-9%	-7%	2%	30%
8	-2%	2.7µM*	?	?	31%[10 µM]
9	-8%	0%	4%	-1%	12%
10	-28%	2.1µM*	?	0%	-15%
11	?	-4%	-3%	-1%	?
12	-6%	0%	7%	-1%	-7%
13	12%	?	-4%	2%	18%
14	-16%	?	9%	18%	8%
15	2%	0%	1%	-6%	13%
16	-3%	2%	2%	0%	10%

(cont.)
No.	structure	ELG1 DNA repair	Tb PFK inh	p53 reactivation	BRCA1 expr act	Rab9 prom act	TRPV1 agonist
17	CS(=O)(=O)N(CC(=O)N1CCN(Cc2ccccc2)CC1)c1ccc(F)cc1	3%	-9%	·	1%	0%	-4
18	CCN(CC)c1nc(-c2cccc(OC)c2O)nc2ccccc12	?	-8%	?	-58%	5%	-1
19	COC(=O)c1nn(-c2ccccc2)c(=O)cc1Oc1ccccc1	0%	0%	-15%	2%	4%	1
20	COc1ccc(Nc2c(-c3ccc(C)cc3)nc3cnccn23)cc1	-4%	-1%	3%	-17%	0%	4
21	CC(=NCCc1ccccc1)C1=C(O)C(c2ccccc2)OC1=O (configuration not stated)	26%	0%	-2%	15%	-1%	8
22	O=C1C(=Cc2cccs2)C(=O)c2ccccc21	4%	13%	9%	-10%	10%	-3
23	O=C(COc1ccccc1[N+](=O)[O-])N/N=C/c1ccc(O)c([N+](=O)[O-])c1	·	?	-1%	42%	-1%	-1
24	COC(=O)c1sc(C(F)(F)F)c(-c2ccccc2)c1S(=O)(=O)NC(C)(C)C	-27%	-5%	-3%	-4%	-2%	?

No.	VP16 counter	FLuc modulator	ELG1 genotoxic	NPC1 promoter act	RORg inh
17	·	0%	0%	0%	·
18	-4%	?	-15%	-1%	5%
19	-1%	0%	2%	-10%	0%
20	12%	?	3%	11%	4%
21	-9%	1%	3%	2%	34%
22	?	4.8µM*	10%	-1%	-3%
23	-13%	?	24%	-4%	41%
24	-5%	1%	-6%	1%	25%

Next section
No.	structure	ELG1 DNA repair	Tb PFK inh	p53 reactivation	BRCA1 expr act	Rab9 prom act	TRPV1 agonist
25	COCCNC(=O)C1CC(c2ccccc2[N+](=O)[O-])=NO1 (configuration not stated)	14%	2%	0%	0%	2%	0
26	COc1ccccc1-c1nnc(N)s1	?	-6%	-4%	10%	0%	1
27	Cc1noc(C)c1C(=O)NC(C)c1ccc2c(c1)OCO2 (configuration not stated)	1%	1%	-3%	0%	-10%	2
28	CCN(c1cccc(C)c1)S(=O)(=O)c1cc2c3c(c1)CCN3C(=O)CC2	0%	-18%	1%	-4%	-2%	1
29	Cc1ccc(-n2c(-c3cccnc3)n[nH]c2=S)c(C)c1	0%	-9%	5%	-11%[1.84 µM]	6%	0
30	CC(=O)N1N=C(c2ccccc2)CC1c1cccs1 (configuration not stated)	3%	-9%	-4%	16%	-11%	12
31	CCCc1cc(=O)oc2c3c(cc(OCC(=O)N[C@@H](CSC)C(=O)O)c12)OC(C)(C)CC3	0%	-3%	2%	-10%	-2%	0
32	COCc1nnc(NC(=O)CSc2ccccc2)s1	1%	1%	4%	-2%[1.84 µM]	0%	-2

No.	VP16 counter	FLuc modulator	ELG1 genotoxic	NPC1 promoter act	RORg inh
25	6%	0%	3%	0%	-2%
26	-8%	-14%	8%	-2%	-10%
27	-3%	1%	-2%	1%	7%
28	·	2%	11%	0%	·
29	?	-3%	-1%	-8%	?
30	7%	-6%	3%	2%	-2%
31	10%	?	0%	-1%	24%
32	-27%	1%	0%	29%	?

Additional compounds:
No.	structure	ELG1 DNA repair	Tb PFK inh	p53 reactivation	BRCA1 expr act	Rab9 prom act	TRPV1 agonist
33	C=C(C)CSc1nc2c(c(=O)[nH]c(=O)n2C)n1CCC(C)C	?	-2%	-5%	-44%	0%	?
34	O=C(Nn1cnnc1)c1ccccc1F	17%	-5%	15%	-33%	3%	-3
35	CC(=O)Nc1sc2c(c1-c1nc3ccccc3s1)CN(C(C)C)CC2	?	-3%	4%	-57%	·	·
36	O=C(Nn1cnnc1)c1ccc(F)c(S(=O)(=O)N2CCCCC2)c1	0%	-6%	-4%	-7%	-6%	0
37	COC(=O)[C@H](CCSC)NC(=O)NCCc1ccccc1F	9%	9%	0%	2%	-3%	1
38	O=C(C1CCC(=O)N1Cc1cccnc1)N1CCN(c2ccc(F)cc2)CC1 (configuration not stated)	1%	0%	5%	13%	-14%	·
39	COc1cc(Br)c(Br)c(Br)c1N	15%	-12%	-2%	0%	7%	-1

No.	VP16 counter	FLuc modulator	ELG1 genotoxic	NPC1 promoter act	RORg inh
33	-8%	1%	-3%	-1%	0%
34	-5%	-4%	3%	2%	-20%
35	·	·	-9%	·	·
36	-4%	2%	3%	0%	-12%
37	-7%	-1%	4%	-3%	24%
38	-1%	-1%	0%	-1%	1%
39	?	-2%	5%	-4%	?

Screen by screen, from the results shown.
Entries 33–39 in Tb PFK inh read -2%, -5%, -3%, -6%, 9%, 0%, -12%
Entries 33–39 in VP16 counter read -8%, -5%, ·, -4%, -7%, -1%, ?

Bioassay records: PubChem, National Center for Advancing Translational Sciences (NCATS)
